BRCA1 expr up = activators of BRCA1 expression; MCF7-BRCA1-FFLuc reporter, luminescence, 48 h; response scale: scaled: vehicle 0%, 10 µM genistein 100%; Potency, µM (top dose mostly 46.1 µM), for inactives: top-dose activation, most hits filed as activators; 380,000 tested, 1.1% active; further: nearly all actives have a fitted effect of over 80% in size; some results filed as inactive show a strong effect at the top dose
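48 h compound treatment of MCF7-BRCA1-FFLuc cells (phenol-red free MEM, 37 °C), then 15 min with luciferase substrate and luminescence imaging.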
uPA surface inh = cell surface uPA generation inhibition | AID 540303 | 330,000 tested, 0.31% active | cell surface uPA generation assay, qHTS | Potency, µM (doses to about 38.3 µM), inactives show at the highest dose activity change, negative = inhibition, actives largely listed as inhibitors; active means well fitted inhibition curve with a large enough effect; inconclusive means small, poorly fitted or top-dose-only effect; inactive means no such curve, though single readings can be large or run the other way; tested in mouse RAW 264.7 cells; further: on the % scale 0 is the no-effect control and ±100 the full control effect; nearly all actives have a fitted effect of over 55% in size
RORg inh = blocks mouse ROR gamma transcriptional activity. Potency, µM (series often up to 53.6 µM), for the others: at the highest dose activity change, negative = inhibition, hits mostly inhibitors. 310,000 tested, 5.4% active. AID 2551. P51450. Drosophila S2 Gal4-RORgamma UAS-luciferase reporter, 20 h; further: on the % scale 0 is the no-effect control and ±100 the full control effect; nearly all actives have a fitted effect of over 60% in size
Target sequence (P51450 whole entry, looked up, the tested form may be a part): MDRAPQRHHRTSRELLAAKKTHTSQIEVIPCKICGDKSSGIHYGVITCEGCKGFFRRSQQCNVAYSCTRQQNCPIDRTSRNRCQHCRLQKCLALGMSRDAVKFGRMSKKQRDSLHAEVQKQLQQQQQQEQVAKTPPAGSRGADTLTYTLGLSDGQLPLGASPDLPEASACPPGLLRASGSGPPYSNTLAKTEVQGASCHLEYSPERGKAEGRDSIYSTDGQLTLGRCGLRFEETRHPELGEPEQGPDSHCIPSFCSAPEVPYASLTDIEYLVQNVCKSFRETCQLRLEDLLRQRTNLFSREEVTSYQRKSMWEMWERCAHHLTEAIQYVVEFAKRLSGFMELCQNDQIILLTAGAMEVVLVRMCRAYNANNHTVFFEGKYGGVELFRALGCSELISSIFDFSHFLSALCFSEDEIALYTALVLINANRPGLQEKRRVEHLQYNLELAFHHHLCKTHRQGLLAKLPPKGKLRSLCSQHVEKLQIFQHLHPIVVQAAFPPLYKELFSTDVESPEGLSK
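Drosophila Schneider cells stably carrying a metallothionein-driven Gal4 DBD–ROR gamma fusion and a UAS-Photinus luciferase reporter were exposed to compound for 1 hr, then induced with copper sulfate (700 uM final) for 20 hr at ambient temperature before luminescence reading.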
MBNL1-CUG inh = MBNL1-poly(CUG) RNA binding inhibition; TR-FRET MBNL1-His/biotin-(CUG)12 binding, 665/545 ratio; Potency, µM (highest dose often 57.5 µM), inactives show at the highest dose activity change, negative = inhibition, actives largely listed as inhibitors; 280,000 tested, 0.036% active; AID 2675; active means well fitted inhibition curve with a large enough effect in the signal ratio, with a control signal flat, not every such curve was filed as active; inconclusive means small, poorly fitted or top-dose-only effect, or effect the other way, or a change in a side signal; inactive means no such curve, though single readings can be large or run the other way; the % refers to the signal ratio; further: on the % scale 0 is the no-effect control and ±100 the full control effect
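Ratiometric TR-FRET (665 over 545 nm, excitation 340 nm) tracks disruption of MBNL1-His/biotin-(CUG)12 complex after 60 min at room temperature, with compounds at 92 nM to 58 uM final.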
p53 reactivator = restores transcriptional activity of mutant p53; H1299 p53-A138V BP100-luciferase reporter, luminescence, 24 h; Potency, µM (series often up to 92.2 µM), without a hit: at the highest dose activity change, positive = activation, actives largely listed as activators; 320,000 tested, 0.063% active; AID 504706; further: % of control where 0% means no effect; nearly all actives have a fitted effect of over 45% in size
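p53-null H1299 cells stably carrying temperature-sensitive p53-A138V and a BP100-luciferase reporter were pinned with compounds (4-point, 1:5 series) and held 24 hrs at 37 deg C. Luminescence was read 10 min after detection reagent.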
MLL CXXC-DNA inh = MLL CXXC-DNA interaction inhibition | 290,000 tested, 0.037% active | Potency, µM (top dose mostly 115 µM), for inactives: at the highest dose activity change, negative = inhibition, usual class: inhibitors | MLL-CXXC / FITC-HOXA9 DNA fluorescence polarization; active means well fitted inhibition curve with a large enough effect in the polarisation, with a control signal flat, not every such curve was filed as active; inconclusive means small, poorly fitted or top-dose-only effect, or effect the other way, or a change in a side signal; inactive means no such curve, though single readings can be large or run the other way; the % refers to the polarisation
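Fluorescence polarization: 7 uM MLL-CXXC (stock) preincubated 5 min with compounds, then 50 nM fluorescein-HOX-A9 DNA (stock) added; 30 min ambient. Buffer 50 mM Tris-HCl pH 7.5, 50 mM NaCl, 1 mM DTT, 0.05% BSA.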
VP16 counter = inhibits Gal4-VP16 luciferase reporter, ROR gamma counter-screen. Drosophila S2 Gal4-VP16 UAS-luciferase, luminescence, 20 h. Potency, µM (titrated, usually from 53.6 µM), for the others: top-dose activity, negative = inhibition, hits mostly inhibitors. 310,000 tested, 3.5% active. AID 2546;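 further: Gal4-VP16 expression switched on by copper sulfate through the metallothionein promoter; on the % scale 0 is the no-effect control and ±100 the full control effect; nearly all actives have a fitted effect of over 50% in size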
Rab9 promoter act = activates the Rab9 promoter. Huh7 Rab9 promoter-luciferase reporter, luminescence, 24 h. Potency, µM (series often up to 9.22 µM), for inactives: top-dose activation, negative = inhibition, most hits filed as activators. 320,000 tested, 2.8% active. AID 485297; further: % of control where 0% means no effect; nearly all actives have a fitted effect of over 60% in size
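Luciferase signal after 10 min detection reagent at ambient indicates Rab9 promoter upregulation; stably transfected Huh7 cells were treated 24 h with compound in DMSO at 37 °C, 5% CO2.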
FLuc modulator = firefly luciferase modulation, counter-screen for miR-21 project; Potency, µM (top dose mostly 57.5 µM), for the others: at the top dose activity change, negative = inhibition, most hits filed as inhibitors; purified FLuc, Km substrates, luminescence inhibition; 360,000 tested, 6.9% active;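 further: plate controls were vehicle for no effect and reference inhibitor for full effect; nearly all actives have a fitted effect of over 55% in size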
Target sequence (P08659 whole entry, looked up): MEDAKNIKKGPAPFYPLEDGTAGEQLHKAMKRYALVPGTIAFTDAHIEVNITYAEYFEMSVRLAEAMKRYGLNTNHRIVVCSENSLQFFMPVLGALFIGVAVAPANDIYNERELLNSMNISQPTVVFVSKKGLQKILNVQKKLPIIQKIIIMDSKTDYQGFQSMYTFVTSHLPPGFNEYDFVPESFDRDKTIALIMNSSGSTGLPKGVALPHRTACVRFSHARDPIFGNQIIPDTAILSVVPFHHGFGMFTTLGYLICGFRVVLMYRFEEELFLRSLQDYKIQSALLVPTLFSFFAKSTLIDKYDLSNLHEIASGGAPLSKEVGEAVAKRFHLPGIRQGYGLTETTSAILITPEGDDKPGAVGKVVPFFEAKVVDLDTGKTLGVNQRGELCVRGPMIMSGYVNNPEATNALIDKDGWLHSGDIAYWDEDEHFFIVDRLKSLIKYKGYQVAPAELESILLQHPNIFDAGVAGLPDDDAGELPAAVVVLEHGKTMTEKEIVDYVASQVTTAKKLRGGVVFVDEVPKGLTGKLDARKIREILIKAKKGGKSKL
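Biochemical qHTS of compounds, final roughly 60 µM downward over six points, against 10 nM purified firefly luciferase using Km concentrations of substrates (10 uM D-luciferin, 10 uM ATP) in Tris acetate pH 7.5 buffer; luminescence output.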
ELG1 genotox = inducers of genotoxicity in HEK293T ELG1-luciferase cells; HEK293T ELG1-luciferase reporter, luminescence, 16 h; Potency, µM (doses to about 46 µM), inactives show top-dose activity change, positive = activation, hits mostly activators; 330,000 tested, 1.3% active; further: % of control where 0% means no effect; nearly all actives have a fitted effect of over 60% in size
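DMSO vehicle served as control against compound-treated ELG1-luciferase HEK293T cells; exposure lasted 16 hr at 37 °C and 5% CO2, followed by ONE-Glo luminescence detection after 30 min.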
NPC1 promoter act = NPC1 promoter activation | Huh7 NPC1 promoter luciferase reporter, 24 h | Potency, µM (doses to about 9.22 µM), without a hit: top-dose activation, actives largely listed as activators | 320,000 tested, 2.4% active | AID 485313;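 further: % of control where 0% means no effect; nearly all actives have a fitted effect of over 60% in size; reporter is driven by a mutant NPC1 promoter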
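Cells: Huh7 expressing luciferase under the NPC1 promoter, 1500/well. Seeded 2 h, compound added, incubated 24 h at 37 °C. Luciferase reagent, 10 min ambient, then luminescence.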
* = called active by the depositor; ? = inconclusive; . = no result given; & = joins results of further samples; [ ] = dose if it differs, or a comment. Unless noted, the call rests on the fitted dose curve; in most records, active means well fitted curve in the direction sought with a large enough effect; inconclusive means small, poorly fitted or top-dose-only effect, or another doubt; inactive means no such curve, though single readings can be large; an effect the other way counts as inactive or inconclusive. Potency means the concentration at half of the fitted maximal effect. Some of the compounds tested; rates above refer to the full screens.

SMILES | BRCA1 expr up | uPA surface inh | RORg inh | MBNL1-CUG inh | p53 reactivator | MLL CXXC-DNA inh | VP16 counter | Rab9 promoter act | FLuc modulator | ELG1 genotox | NPC1 promoter act
COc1cc(OC)c(NC(=O)CCNC(=O)Cn2ccc3ccccc3c2=O)cc1Cl | -25% | -1% | ? | 0% | 3% | 4% | -4% | -3% | -4% | 2% | 0%
COc1ccccc1OCCNC1CCCC1 | -15% | 1% | ? | -3% | -2% | 4% | 1% | -6% | 1% | -1% | 6%
O=C(c1ccco1)N1CCN(S(=O)(=O)c2ccc(F)cc2)CC1 | 0% | 2% | 25% | 2% | -4% | -1% | -11% | -3% | 8% | -6% | -6%
CC1(C)Cc2c(C#N)c(SCC(=O)c3ccccc3)nc(N3CCOCC3)c2CS1 | -42% | 4% | -17% | 102%[activator] | ? | 9% | -7% | -7% | -4% | -5% | -3%
CCOC(=O)c1c(-c2ccncc2)csc1N | -21% | -7% | -42% | -5% | -6% | -1% | 2% | -4% | 0% | 11% | -1%
O=c1cc(C(F)(F)F)nc(SCc2cccnc2)[nH]1 | 7% | 10% | -3% | -11% | -1% | 7% | -1% | 2% | -2% | -4% | -3%
O=S(=O)(Cc1ccccc1)NCCc1ccc(F)cc1 | 0% | -2% | -37% | -3% | . | -6% | 16% | 14% | -2% | 4% | -1%
O=C(NCCO)c1ccc(Cl)c(Cl)c1 | -11% | 0% | -21% | 11% | -3% | 6% | 1% | -4% | 1% | 4% | 1%
CCOc1ccc(NC(=S)N2C3CCCC2CC(NC(=O)C2CC2)C3)cc1 (configuration not stated) | 7% | 1% | 8% | 13% | -3% | -1% | 7% | -2% | -2% | -21% | 0%
Cc1cc(C)n(CCn2nc(C)cc2C)n1 | -5% | 6% | 0% | 5% | ? | 2% | 3% | -6% | 1% | 0% | -3%
Cc1cc(C)c2[nH]c(O)c(N=NC(=O)c3cc4c(s3)CCCC4)c2c1 | . | . | 21% | -16% | 1% | 2% | 6% | -1% | -10% | 1% | -5%
CC[C@H](C)[C@H](NC(=O)OCc1ccccc1)C(=O)OCC(=O)N(C)CC(=O)Nc1ccccc1Cl | -19% | -7% | . | . | -2% | . | . | 0% | 1% | -4% | -1%
CC1CN(C(=O)c2ccc(NS(=O)(=O)c3ccc(C(C)(C)C)cc3)cc2)CC(C)O1 (configuration not stated) | -30% | 6% | . | -2% | . | -5% | . | -5% | -2% | -2% | 2%
Cc1cc(C)nc(N2C(=O)CC(C(C)c3ccccc3)C2=O)n1 (configuration not stated) | -7% | 5% | -18% | 3% | -15% | -4% | 0% | -2% | 3% | 0% | -1%
O=C(NCc1ccc(Cl)cc1Cl)C1CC(=O)N(Cc2ccccc2)C1 (configuration not stated) | -14% | -1% | -16% | -1% | 0% | 4% | 5% | -4% | -13% | -2% | -1%

Reprinted from the part before: two compounds, followed by the next part.
SMILES | BRCA1 expr up | uPA surface inh | RORg inh | MBNL1-CUG inh | p53 reactivator | MLL CXXC-DNA inh | VP16 counter | Rab9 promoter act | FLuc modulator | ELG1 genotox | NPC1 promoter act
Cc1cc(C)nc(N2C(=O)CC(C(C)c3ccccc3)C2=O)n1 (configuration not stated) | -7% | 5% | -18% | 3% | -15% | -4% | 0% | -2% | 3% | 0% | -1%
O=C(NCc1ccc(Cl)cc1Cl)C1CC(=O)N(Cc2ccccc2)C1 (configuration not stated) | -14% | -1% | -16% | -1% | 0% | 4% | 5% | -4% | -13% | -2% | -1%
C[C@@H](CSc1ccc(Br)cc1)CN1CC[C@H](O)CCC1=O | 43% | -7% | . | . | 2% | . | . | 3% | -19% | 2% | 17%
COCCNC(=O)c1nc2c(nnn2Cc2cc(C)ccc2C)c(=O)[nH]1 | -3% | 5% | 41% | ? | -6% | -4% | -21% | -13% | -1% | 0% | -4%
COc1ccc(C(=O)Nc2cc(C(=O)NCCc3ccccc3)ccc2Cl)cc1 | 48% | 7% | ? | 4% | ? | 7% | 1% | 26% | ? | 16% | 10%
Cc1ccc(-c2noc(CN3CCN(C(c4ccccc4)c4ccccc4)CC3)n2)cc1 | 12% | -6% | 14% | -10% | ? | -6% | -4% | 3% | 0% | -6% | -2%
Cc1[nH]n(-c2ccccc2)c(=O)c1C1(C(F)(F)F)C(=O)N(c2ccccc2)C2=C1C(=O)CC(C)(C)C2 (configuration not stated) | 1% | . | 2% | -16% | -5% | -9% | -5% | 1% | 0% | 0% | 0%
CCOCCOc1nc2c(c(=O)n(C)c(=O)n2C)n1Cc1ccc(C)cc1 | -10% | 10% | 15% | 3% | 9% | -6% | -7% | -7% | 1% | -1% | -6%
CCn1cc(/C=C(\NC(=O)c2ccc(OC)c(OC)c2)C(=O)NCCCN2CCOCC2)c2ccccc21 | -1% | -11% | -17% | 14% | 9% | 0% | 2% | 0% | 2% | -2% | 0%
CCOC(=O)N1C2=NC(C(=O)OC)=C(C(=O)OC)[C@@H]3Nc4ccccc4[C@]23C[C@H]1C(=O)OC | -5% | -15% | -1% | -7% | 2% | 9% | -1% | -1% | -1% | 3% | 0%
COc1ccc(C2CC(c3cccs3)=NN2C(=O)CCC(=O)O)cc1 (configuration not stated) | -6% | 2% | -12%[1.91 µM] | 21% | . | 6% | 6% | -3% | 1% | 0% | -2%
COc1ccc(C(=O)/C=C2\NCC3c4ccccc4CCN3C2=O)cc1 (configuration not stated) | -50% | -6% | -11% | ? | 3% | ? | ? | ? | 6µM* | 0% | 23%
CCOC(=O)N1CCN(Cc2ccccn2)CC1 | -31% | 3% | -3% | -11% | . | -1% | -16% | . | -1% | . | .
O=C(O)c1cc([N+](=O)[O-])ccc1NCCCc1ccccc1 | 30% | -2% | 30%&42% | ? | . | -10% | 12%&-3% | 4%[46.1 µM] | . | . | ?
COc1cc(S(=O)(=O)N2CCCCC2)ccc1NC(=O)c1ccccc1Cl | -10% | 5% | 21% | -6% | -11% | 4% | -5% | -4% | 4% | 0% | -6%
COC(=O)c1ccccc1NC(=O)c1noc2c1CC(C(C)(C)C)CC2 (configuration not stated) | 0% | . | 15% | 5% | 11% | 6% | 3% | -3% | 1% | 0% | -3%
CCn1cc(CNC(=O)c2cc(-c3ccccc3OC)nc3ccccc23)c(C)n1 | -31% | -8% | 23% | 7% | -17% | -3% | 6% | 5% | 2% | -5% | 0%
O=C(Nc1ccc(-n2nncc2-c2ccco2)cc1)c1ccc(F)cc1 | 2% | . | ? | 6% | -8% | 12% | -5% | 10% | -1% | -2% | -2%
CCCCc1nnc(NC(=O)c2ccc3[nH]c(=O)c(=O)[nH]c3c2)s1 | -19% | 8% | -35% | 12% | 2% | 10% | -18% | 3% | -1% | -3% | -5%
CC(C(=O)Nc1nc(-c2ccc(F)c(F)c2)cs1)N1C(=O)C2CC=CCC2C1=O (configuration not stated) | -16% | -7% | . | . | 6% | . | . | 0% | -1% | -3% | 1%
Cc1cc(C)n2ncc(C(=O)Nc3cccc(O)c3)c2n1 | -37% | -1% | 0% | -6% | 10% | 14% | ? | -3% | -6% | -1% | 8%
O=C(NCC(c1ccco1)N1CCCC1)c1ccc(Cl)c(S(=O)(=O)N2CCc3ccccc32)c1 (configuration not stated) | -82% | -11% | . | . | -4% | . | . | -28% | 7% | 1% | -25%
COc1ccc(-c2cc(C(=O)O)c3sc(N4CCCCC4)nc3n2)cc1OC | 14% | 1% | 9% | . | -2% | 17% | -7% | 10% | 4.8µM* | 1% | 1%
CCOC(=O)c1c(C)n(C)c2ccc(OC)c(NC(=O)CN3CCC4(CC3)OCCO4)c12 | -1% | -3% | -12% | -11% | -1% | -1% | 6% | -5% | 3% | -6% | 1%

A different layout for some results above.
Each structure is followed by: BRCA1 expr up	uPA surface inh	RORg inh	MBNL1-CUG inh	p53 reactivator	MLL CXXC-DNA inh	VP16 counter	Rab9 promoter act	FLuc modulator	ELG1 genotox	NPC1 promoter act
> O=C(Nc1ccc(-n2nncc2-c2ccco2)cc1)c1ccc(F)cc1
    2%	.	?	6%	-8%	12%	-5%	10%	-1%	-2%	-2%
> CCCCc1nnc(NC(=O)c2ccc3[nH]c(=O)c(=O)[nH]c3c2)s1
    -19%	8%	-35%	12%	2%	10%	-18%	3%	-1%	-3%	-5%
> CC(C(=O)Nc1nc(-c2ccc(F)c(F)c2)cs1)N1C(=O)C2CC=CCC2C1=O (configuration not stated)
    -16%	-7%	.	.	6%	.	.	0%	-1%	-3%	1%

Assay outcomes deposited in PubChem by National Center for Advancing Translational Sciences (NCATS).
